Screening results (PubChem BioAssay)
TRPV1 agonist – HTS Assay for Compounds that Act as Agonists of the Vanilloid Receptor 1; Transient receptor potential cation channel subfamily V member 1 (Homo sapiens), Q8NER1; TRPV1-expressing cells, Fluo-8 calcium influx, agonist mode; activation, % at 8.33 µM; 0.19% of 320,000 active; AID 540275, 2011; in the data active = activation above about 80%; inconclusive = between about 30% and that limit; also: 0% is about no effect
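TRPV1-expressing cells were cultured overnight at 35.5C and loaded with Fluo-8 calcium dye for 40 to 90 min at room temperature. After a 10 s baseline, compound was added and calcium influx was read kinetically for 3 min (ex 480/em 520 nm).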
TCR activator – Activators of T cell receptors: qHTS campaign | primary human leukocytes, anti-CD3, IL-2 HTRF, 48 h | Potency, µM (series often up to 9.22 µM), for the others: at the highest dose activation of IL-2 secretion, most hits filed as activators | 330,000 tested, under 10 active | AID 504894, 2011; also: % of control where 0% means no effect
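Primary human leukocytes were stimulated with a-CD3 beads plus compounds for 48 hr without co-stimulation; secreted IL-2 was quantified by HTRF using a-IL-2-K (europium cryptate) and a-IL-2-d2, excited at 320nm with acceptor emission read at 665nm.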
Eya2 phos inh – qHTS Assay for Inhibitors of the Phosphatase Activity of Eya2; recombinant Eya2, OMFP fluorescence dephosphorylation (OMFP is methylfluorescein phosphate); Potency, µM (highest dose often 76.9 µM), for inactives: at the top dose activity, negative = inhibition, usual class: inhibitors; 0.006% of 330,000 active; also: potency is read from the fitted curve at half-maximal effect; % is scaled to controls: 0 for no effect and ±100 for the full control effect
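Eya2 (0.2 uM) preincubated 10 min at ambient with compound, then OMFP substrate added at 50 uM; 10 min reaction in 50 mM HEPES pH 7.5, 50 mM NaCl, 5 uM MgCl2, 0.05% BSA, 1 mM DTT. Fluorescence read at Ex 485/Em 525 nm.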
TSHR antag – Antagonists of the Thyroid Stimulating Hormone Receptor: HTS campaign | activity change, negative = inhibition, % at 11.5 µM | 0.2% of 330,000 active | TSHR-expressing cells, TSH-stimulated cAMP HTRF, 2 h; active compounds read low;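 active = activity change below a set negative limit, meaning inhibition stronger than a set level, cut at about -70% in these data; inconclusive = activity change between two set negative limits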; also: % is scaled to controls: 0 for no effect and ±100 for the full control effect
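Cell-based HTRF cAMP assay; TSHR cells + compound, TSH EC80 (4nM final), 2 h, 37 deg C. Lysis with anti-cAMP cryptate and cAMP-d2, 30 min RT, read 665/620 nm.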
KCNH2 WT inh – qHTS for Inhibitors of KCHN2 3.1: Wildtype qHTS. AID 720551, 2013. 0.37% of 340,000 active. U2OS, BacMam KCNH2, thallium flux FluxOr; active compounds read low. activity change, % at 1.84 µM;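 active = maximum activity change below -70%; inconclusive = maximum activity change between -70% and -50%; inactive = maximum activity change above -50%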; also: % is scaled to controls: 0 for no effect and ±100 for the full control effect
Target sequence (Q12809 whole entry, looked up): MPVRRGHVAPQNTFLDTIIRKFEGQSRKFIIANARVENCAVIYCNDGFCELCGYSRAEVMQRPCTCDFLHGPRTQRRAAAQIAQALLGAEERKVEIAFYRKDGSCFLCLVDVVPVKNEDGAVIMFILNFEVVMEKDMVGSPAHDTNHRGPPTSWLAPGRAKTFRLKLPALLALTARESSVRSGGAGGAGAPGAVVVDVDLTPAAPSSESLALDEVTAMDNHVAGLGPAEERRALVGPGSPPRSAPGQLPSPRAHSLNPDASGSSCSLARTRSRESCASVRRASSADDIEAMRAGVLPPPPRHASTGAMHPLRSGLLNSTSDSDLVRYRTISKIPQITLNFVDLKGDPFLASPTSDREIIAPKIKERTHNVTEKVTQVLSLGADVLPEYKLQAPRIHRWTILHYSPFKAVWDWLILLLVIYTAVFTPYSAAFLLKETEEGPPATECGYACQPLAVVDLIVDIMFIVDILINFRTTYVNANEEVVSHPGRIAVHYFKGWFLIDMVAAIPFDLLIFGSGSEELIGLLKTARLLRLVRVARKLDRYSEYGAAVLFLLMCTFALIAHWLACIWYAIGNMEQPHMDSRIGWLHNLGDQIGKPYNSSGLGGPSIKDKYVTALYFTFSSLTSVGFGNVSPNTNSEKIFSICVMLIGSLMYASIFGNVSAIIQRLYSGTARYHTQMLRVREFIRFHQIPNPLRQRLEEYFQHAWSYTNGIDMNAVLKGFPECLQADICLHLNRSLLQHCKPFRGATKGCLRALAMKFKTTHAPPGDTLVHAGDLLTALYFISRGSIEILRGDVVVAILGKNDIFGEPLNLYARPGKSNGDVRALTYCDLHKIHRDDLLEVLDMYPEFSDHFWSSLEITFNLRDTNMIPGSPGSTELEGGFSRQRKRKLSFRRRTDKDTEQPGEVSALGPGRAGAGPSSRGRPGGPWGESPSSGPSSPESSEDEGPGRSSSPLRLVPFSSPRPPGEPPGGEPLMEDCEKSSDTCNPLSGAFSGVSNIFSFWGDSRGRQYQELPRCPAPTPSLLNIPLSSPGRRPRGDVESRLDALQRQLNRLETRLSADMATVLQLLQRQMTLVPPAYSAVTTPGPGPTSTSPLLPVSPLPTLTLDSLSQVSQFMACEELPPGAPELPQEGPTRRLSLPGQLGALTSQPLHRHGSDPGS
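U2OS cells transduced with wild-type KCNH2 virus are loaded with FluxOr dye for 45 min, and thallium flux is measured in kinetic reads before and after stimulation buffer. Rate constants are normalized to DMSO controls.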
USP2a block – qHTS Assay for Inhibitors of Ubiquitin-specific Protease USP2a Using CHOP2 as the Reporter | 0.01% of 330,000 active | AID 463254, 2010 | Potency, µM (doses to about 38.3 µM), for the others: top-dose activity change, negative = inhibition, hits mostly inhibitors | USP2 core, Ub-CHOP2 coupled fluorogenic reporter, 485/531 | Ubiquitin carboxyl-terminal hydrolase 2 (Homo sapiens), O75604;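 also: potency is read from the fitted curve at half-maximal effect; plate controls were DMSO wells for no effect and full inhibition by NEM control for full effect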
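Cell-free coupled assay: 10nM USP2 core preincubated 30min RT with compound in Tris-HCl pH 8.0/CaCl2/CHAPS buffer, then 25nM Ub-CHOP2 and 25nM reporter substrate; fluorescence (Ex 485/Em 531) read after 60min RT, normalized to NEM inhibition, concentration-response curves fitted.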
Mito fusion yeast – qHTS Assay for Small Molecule Inhibitors of Mitochondrial Division or Activators of Mitochondrial Fusion; Potency, µM (series often up to 46.1 µM), for inactives: top-dose growth rescue (activation), actives largely listed as activators; S. cerevisiae fusion-defective mutant growth rescue, CellTiterGlo 48 h; AID 485298, 2010; 0.23% of 320,000 active;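 also: potency is read from the fitted curve at half-maximal effect; % of control where 0% means no effect; nearly all actives have a fitted effect of over 45% in size; temperature-sensitive fusion mutants such as fzo1-1 at 37 °C on non-fermentable ethanol glycerol medium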
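Compounds are tested for their ability to restore growth of mitochondrial fusion-defective yeast strains at non-permissive 37C in YPEG medium over 48 hours. Viability is quantified by luciferase luminescence.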
AT treatment – qHTS Assay for Identifying a Potential Treatment of Ataxia-Telangiectasia; […] A-T fibroblasts, KAP-1 phosphorylation AlphaLISA; neocarzinostatin DNA damage 30 min before lysis; Potency, µM (top dose mostly 57.5 µM), without a hit: at the highest dose activation, actives largely listed as activators; 0.19% of 320,000 active; also: potency is read from the fitted curve at half-maximal effect; % of control where 0% means no effect; nearly all actives have a fitted effect of over 45% in size
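hTERT-immortalized A-T patient fibroblasts ([…]), 500 cells/well in OPTI-MEM, 1% FBS, got compounds for 60 min, then NCS for 30 min at 37C. Lysates were then assayed for phospho-KAP-1 by AlphaLISA (anti-pKAP1 donor, anti-KAP1 acceptor beads), 6 hr at 25C.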
ELG1 DNA repair – qHTS screen for small molecules that inhibit ELG1-dependent DNA repair in human embryonic kidney (HEK293T) cells expressing luciferase-tagged ELG1. HEK293T ELG1-luciferase reporter, luminescence, 16 h; DNA damage induced by 5-fluorouridine. Potency, µM (doses to about 46.1 µM), inactives show top-dose activity change, negative = inhibition, most hits filed as inhibitors. 2.3% of 330,000 active. AID 504467, 2011; also: potency is read from the fitted curve at half-maximal effect; % is scaled to controls: 0 for no effect and ±100 for the full control effect; nearly all actives have a fitted effect of over 55% in size
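DMSO vehicle served as the neutral condition. Each well held 2,000 cells given 5-fluorouridine plus compound; after 16 hr at 37 °C/5% CO2, ONE-Glo was added and luciferase measured 30 min later.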
KCNH2 3.1 inh – qHTS for Inhibitors of KCHN2 3.1: Mutant qHTS; Potassium voltage-gated channel subfamily H member 2, brain isoform KCNH2 3.1 (human); U2OS KCNH2 3.1, thallium flux FluxOr; active compounds read low; activity change, % (tested at about 1.8 µM); 0.95% of 340,000 active;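 active = maximum activity change below -70%; inconclusive = maximum activity change from -70% to -50%; inactive = maximum activity change above -50%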;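 also: thallium influx rate constant from kinetic fluorescence after stimulation buffer; % is scaled to controls: 0 for no effect and ±100 for the full control effect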
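We transduce U2OS cells with the mutant 3.1 virus, culture them overnight, load FluxOr with Red40 quencher for 45 min, then add stimulation buffer and read kinetically for 2 min to derive a normalized rate constant.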
Numbers without * were called inactive; ? = inconclusive; / = no result given; [ ] = another dose, or the depositor's remark. Unless noted, calls follow the shape of the dose curve; as a rule, active = well fitted curve in the direction sought with a large enough effect; inconclusive = small, poorly fitted or top-dose-only effect, or another doubt; inactive = no such curve, though single readings can be large; an effect the other way counts as inactive or inconclusive. Some of the compounds tested; the hit share may differ from the screen's.

Each structure is followed by: Mito fusion yeast | ELG1 DNA repair | KCNH2 WT inh | KCNH2 3.1 inh | USP2a block | TSHR antag | Eya2 phos inh | TRPV1 agonist | AT treatment | TCR activator
CCOc1cc(S(=O)(=O)Nc2ccccc2CC)ccc1Cl
  20% | -24% | 7 | 17 | -6% | -11 | -41% | ? | -1% | 3%
Cc1cc(OCC(=O)N2CCOCC2)c(C(C)C)cc1Cl
  1% | 1% | -2 | 15 | 1% | 3 | 1% | 3 | 13% | -4%
Oc1cccc(C=Nc2cccc3ccccc23)c1O
  -3% | -13% | -18 | 16 | -5% | -16 | -7% | 1 | 9% | 1%
C/C(=N\N=C(c1ccccc1)c1ccccc1)c1cccs1
  -5% | 14% | -3 | -4 | -1% | -1 | -3% | 2 | 8% | 1%
Cc1cccc(NC(=O)c2c(F)c(F)c(F)c(F)c2F)c1
  1% | 1% | -5 | 1 | 2% | -2 | -1% | ? | 1% | -13%
Fc1ccccc1Nc1nc(NCc2ccco2)nc(N2CCOCC2)n1
  6% | ? | -5 | 4 | -4% | -7 | -4% | ? | -4% | 3%
CC(=O)OC[C@H]1O[C@H](C/C=N/OC[C@@H](O)[C@H]2O[C@@H]3OC(C)(C)O[C@@H]3[C@H]2O)C=C[C@@H]1OC(C)=O
  5% | 16% | / | / | 4% | 9 | 5% | -4 | 10% | /
Cc1ccccc1OCc1nc2ccccc2c(=O)n1N
  7% | ? | 8 | / | ? | 17 | 9% | 0 | -1% | -5%
COc1cccc(-c2nc(COc3ccc(Cl)cc3Cl)no2)c1
  0% | 7% | -1 | -13 | 6% | 1 | 16% | -1 | 2% | -3%
O=C(O)Cn1cc(/C=C2/NC(=O)N(c3ccc(Cl)cc3)C2=O)c2ccccc21
  -4% | -4% | -3 | -2 | 3% | -6 | 1% | -2 | 0% | -3%
CCN1CCN(C(=O)C2CCN(Cc3nc(-c4cccc(Cl)c4)oc3C)CC2)CC1
  0% | 5% | -2 | 1 | -2% | 10 | -1% | 11 | -11% | -3%
CCCCCCC(C)n1[nH]c(=O)cc1N (configuration not stated)
  0% | 0% | -7 | -8 | -1% | -3 | 3% | 8 | 7% | 1%
O=C(Cn1cccn1)N1CCCC(N2CCN(c3ccccc3F)CC2)C1 (configuration not stated)
  -2% | -1% | 3 | 3 | -1% | -3 | 7% | -5 | 3% | 5%
COCCCNC(=O)/C(C#N)=C/c1ccc(F)cc1
  1% | 3% | 0 | 10 | 0% | 24 | 7% | 2 | -4% | 3%
CC1CC(c2ccccc2)n2nc(NC(=O)c3cccs3)nc2N1 (configuration not stated)
  0% | 10% | -2 | 0 | 1% | -2 | 15% | 1 | -2% | -2%
O=C(O)CCn1cc(/C=N/O)c(-c2cccc([N+](=O)[O-])c2)n1
  -2% | -2% | -9 | 0 | 1% | 6 | -18% | -1 | -1% | /
Cc1cnc(NC(=O)CSc2ncc(-c3ccccc3)n2Cc2ccco2)s1
  -2% | ? | -4 | -34 | -2% | -5 | -3% | ? | -6% | -1%
CCc1ccc2nc(NC(=O)CSCc3c(C)noc3C)sc2c1
  15% | ? | -2 | 15 | -7% | 1 | -15% | 7 | 8% | 2%[46.1 µM]
CCCCCCCN(C(=O)CCl)c1cccc(C)c1
  -2% | -1% | -9 | -4 | 2% | -3 | -11% | 16 | 3% | 6%[46.1 µM]
NC(N)=NN=C1CCC(c2ccccc2)CC1 (configuration not stated)
  6% | -15% | 1 | -1 | -1% | -6 | -6% | -3 | -8% | 10%
CC(=O)CC(c1ccccc1)S(=O)(=O)c1ccc([N+](=O)[O-])cc1 (configuration not stated)
  -1% | 8% | 0 | -17 | -1% | -1 | -5% | -2 | 0% | -13%
CC(=O)Nc1ccc(S(=O)(=O)NCCc2cn3nc(C)c(C)nc3n2)cc1
  -5% | 30% | -20 | 23 | 3% | -1 | -5% | -1 | -8% | 0%
CCOc1ccc(Nc2ccnc3cc(Cl)ccc23)cc1
  1% | ? | 3 | -14 | 0% | -4 | ? | ? | -7% | 3%
CCOC(=O)c1nn(-c2ccc(F)cc2)c(-c2ccccc2)c1C(=O)c1ccccc1
  -22% | ? | 10 | -21 | 0% | 84 | -6% | / | -4% | -4%
COc1ccccc1C(O)(C(=O)N(NC(C)=O)c1ccccc1)c1ccccc1OC
  -4% | -7% | 4 | 13 | 0% | 1 | 10% | 2 | -4% | -5%
Cc1ccccc1OCC(O)Cn1c(=N)n(Cc2ccccc2)c2ccccc21 (configuration not stated)
  -13% | ? | -2 | ? | 10% | 0 | 8% | 5 | -6% | 3%
CSc1ccc(C(=S)N2CCCC2)cc1
  -7% | 10% | 9 | 3 | -1% | -2 | 0% | 0 | -5% | -4%
OC1COC(OCC2OC(OCc3ccccc3)C(O)C(O)C2O)C(O)C1O (configuration not stated)
  1% | 7% | 1 | 2 | -1% | -3 | 2% | -2 | 9% | 6%
COc1ccc(NC(=O)c2ccc(N3C(=O)C4CC=C(C)CC4C3=O)cc2)c(OC)c1 (configuration not stated)
  -5% | -13% | -11 | 0 | 3% | 0 | -2% | 5 | -11% | -3%
O=C(NCc1ccc2c(c1)OCO2)Nc1ccc2ccccc2c1
  2% | 23% | 1 | -6 | 4% | -4 | -6% | -2 | -3% | -4%
COc1cc(/C=N/NC(=O)c2cnccn2)cc(OC)c1OC
  -3% | -2% | -4 | -6 | 4% | -9 | 0% | 1 | 2% | 6%[46.1 µM]
Cc1ccc(NC(=O)CN2CCCC2)cc1Br
  1% | 9% | 11 | -6 | -1% | 10 | -2% | -6 | 8% | 1%
O=C(Nc1cccc(-c2nn[nH]n2)c1)c1ccc(Br)s1
  2% | ? | 11 | 16 | ? | -5 | 5% | 6 | 21% | 1%
O=C(Nc1ccc(F)cc1)Oc1ccccc1N1CCOCC1
  1% | ? | 2 | 7 | 0% | -2 | 10% | / | 7% | 3%
CC12CCC(C(=O)N(NC(=O)c3cc(Cl)ccc3O)C1=O)C2(C)C (configuration not stated)
  -3% | 4% | 5 | 6 | 0% | 35 | 20% | 3 | -3% | -11%
Cc1cc(S(=O)(=O)N2CC(=O)N(CCc3ccccc3)C(=O)C2)ccc1F
  3% | 0% | -2 | -16 | 0% | 19 | -7% | 5 | -1% | 3%

Given in markdown: entries from further up.
| structure | Mito fusion yeast | ELG1 DNA repair | KCNH2 WT inh | KCNH2 3.1 inh | USP2a block | TSHR antag | Eya2 phos inh | TRPV1 agonist | AT treatment | TCR activator |
| --- | --- | --- | --- | --- | --- | --- | --- | --- | --- | --- |
| O=C(NCc1ccc2c(c1)OCO2)Nc1ccc2ccccc2c1 | 2% | 23% | 1 | -6 | 4% | -4 | -6% | -2 | -3% | -4% |
| COc1cc(/C=N/NC(=O)c2cnccn2)cc(OC)c1OC | -3% | -2% | -4 | -6 | 4% | -9 | 0% | 1 | 2% | 6%[46.1 µM] |
| Cc1ccc(NC(=O)CN2CCCC2)cc1Br | 1% | 9% | 11 | -6 | -1% | 10 | -2% | -6 | 8% | 1% |
| O=C(Nc1cccc(-c2nn[nH]n2)c1)c1ccc(Br)s1 | 2% | ? | 11 | 16 | ? | -5 | 5% | 6 | 21% | 1% |
| O=C(Nc1ccc(F)cc1)Oc1ccccc1N1CCOCC1 | 1% | ? | 2 | 7 | 0% | -2 | 10% | / | 7% | 3% |
| CC12CCC(C(=O)N(NC(=O)c3cc(Cl)ccc3O)C1=O)C2(C)C (configuration not stated) | -3% | 4% | 5 | 6 | 0% | 35 | 20% | 3 | -3% | -11% |
| Cc1cc(S(=O)(=O)N2CC(=O)N(CCc3ccccc3)C(=O)C2)ccc1F | 3% | 0% | -2 | -16 | 0% | 19 | -7% | 5 | -1% | 3% |
